LAP4 TOR yeast – modulators of TOR pathway LAP4-GFP in S. cerevisiae; GFP response vs DMSO, % at 10 µM; 320,000 compounds, 0.34% hits; S. cerevisiae LAP4-GFP multiplex, flow cytometry GFP, 3 h; median GFP as percent of DMSO wells;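 active means GFP response vs DMSO above a set limit, about the screen mean plus 3 SD, cut at about 150% in these data; inconclusive means under 70 cell events counted for the yeast strain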
AHR act – activators of human aryl hydrocarbon receptor | P35869 | AHR-responsive luciferase reporter cells, luminescence | activation, % at 5 µM | 320,000 compounds, 2.5% hits; in the data active means activation above about 47%;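 further: 0% = vehicle wells and 100% = reference agonist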
procasp7 counter – activates human procaspase-7, counter-screen for procaspase-3 activators | recombinant procaspase-7, Ac-DEVD-pNA absorbance 405 nm; D23A/D198A/D206A triple mutant, cannot self-cleave; scale: DMSO 0, 5 µM enzyme 100 | activation, % at 8.5 µM | 330,000 compounds, 0.093% hits | AID 463210;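 active means percent activation above the screen-wide mean plus 3 SD, cut at about 25% in these data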
Target sequence (P55210 whole entry D23A/D198A/D206A): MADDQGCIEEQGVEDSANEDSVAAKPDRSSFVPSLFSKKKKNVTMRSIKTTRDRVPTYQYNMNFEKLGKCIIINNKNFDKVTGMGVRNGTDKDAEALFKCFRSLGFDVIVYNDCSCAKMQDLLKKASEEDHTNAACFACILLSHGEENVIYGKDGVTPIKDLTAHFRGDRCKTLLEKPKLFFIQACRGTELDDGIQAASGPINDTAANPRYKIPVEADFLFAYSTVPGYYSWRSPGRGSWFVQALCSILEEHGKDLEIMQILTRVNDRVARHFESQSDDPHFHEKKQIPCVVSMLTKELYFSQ
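Detection: p-Nitroaniline absorbance at 405 nm, read at 0 and 120 min; system: Uncleavable procaspase-7 mutant enzyme; evaluation: % activation from two-timepoint absorbance difference, scaled to controls; times: 1 h enzyme–compound preincubation and 2 h substrate reaction, both 25 °C; buffer or medium: Zinc-free HEPES pH 7.4 with 300 mM NaCl, 0.01% Triton X-100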
MEP2 TOR yeast – yeast TOR pathway MEP2-GFP modulation. S. cerevisiae MEP2-GFP strain, flow cytometry GFP, 3 h; 100% = DMSO control level. GFP response vs DMSO, % at 10 µM. 330,000 compounds, 0.51% hits. AID 2016;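 active means GFP response versus DMSO above a set limit, roughly screen mean plus 3 SD, cut at about 180% in these data; inconclusive means fewer than 70 cells counted for a yeast strain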;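 further: median GFP fluorescence of the barcode-gated MEP2-GFP cells per well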
Yeast superoxide – caloric restriction mimetics inhibiting age-related superoxide in yeast. S. cerevisiae aged cells, superoxide DHE fluorescence; stronger effect = lower value. superoxide response (% of plate mean), % at 10 µM. 330,000 compounds, 0.18% hits. AID 2690;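 active means superoxide response under a set limit, about three screen SD below normal, cut at about 65% in these data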;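 further: yeast aged for seven days with compound at 30 °C before DHE staining; 100% = average MFI of all compound-treated wells on the plate with controls excluded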
JMJD2C inh – human JMJD2C demethylase inhibition | GST-JMJD2C(1-420) H3K9me3 demethylation, DELFIA europium | inhibition, % at 2.35 µM | 330,000 compounds, 0.069% hits | AID 2099;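 active means more than half of a compound's replicate wells show inhibition beyond 50%, single wells judged on their own value; inconclusive means some, but no more than half, of replicates pass 50% inhibition; inactive means no replicate passes 50% inhibition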;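 further: signal counts dimethyl H3K9 product captured on neutravidin plate; 0% = median of DMSO wells and 100% = 0.3 times that DMSO median; strong numbers were not always called active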
Target sequence (Q9H3R0 1-420 limits assumed): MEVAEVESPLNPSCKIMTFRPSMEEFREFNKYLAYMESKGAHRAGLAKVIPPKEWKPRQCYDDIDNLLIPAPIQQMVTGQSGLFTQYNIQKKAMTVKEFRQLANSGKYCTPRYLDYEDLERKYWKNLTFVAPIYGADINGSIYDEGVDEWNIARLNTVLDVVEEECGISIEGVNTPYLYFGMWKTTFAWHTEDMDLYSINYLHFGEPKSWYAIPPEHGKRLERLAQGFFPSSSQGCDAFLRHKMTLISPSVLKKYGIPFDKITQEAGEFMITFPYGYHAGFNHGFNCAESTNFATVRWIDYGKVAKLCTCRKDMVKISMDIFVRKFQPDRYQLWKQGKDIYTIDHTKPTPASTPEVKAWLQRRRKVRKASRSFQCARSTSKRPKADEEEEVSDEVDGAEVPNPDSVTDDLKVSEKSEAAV
RPL19A TOR yeast – modulators of TOR pathway RPL19A-GFP in S. cerevisiae. S. cerevisiae RPL19A-GFP strain, flow cytometry, 3 h; stronger effect = lower value. percent response vs DMSO, % at 10 µM. 330,000 compounds, 0.3% hits;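 active means percent response vs DMSO below 50%; inconclusive means fewer than 70 events counted for the yeast strain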;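 further: median channel GFP fluorescence of the barcoded RPL19A-GFP strain; ratio of sample median GFP to plate DMSO average so 100% = DMSO; lower means less RPL19A-GFP as with rapamycin TOR inhibition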
proCasp3 act – activates human procaspase-3 | 330,000 compounds, 0.11% hits | activation, % at 8.5 µM | P42574 | recombinant procaspase-3 D3A, Ac-DEVD-pNA absorbance 405 nm;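 active means activation above the mean of all tested compounds plus 3 SD, cut at about 21% in these data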;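 further: 0% = DMSO alone and 100% = DMSO wells spiked with extra 5 µM PC-3 D3A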
Target sequence (P42574 whole entry D9A/D28A/D175A): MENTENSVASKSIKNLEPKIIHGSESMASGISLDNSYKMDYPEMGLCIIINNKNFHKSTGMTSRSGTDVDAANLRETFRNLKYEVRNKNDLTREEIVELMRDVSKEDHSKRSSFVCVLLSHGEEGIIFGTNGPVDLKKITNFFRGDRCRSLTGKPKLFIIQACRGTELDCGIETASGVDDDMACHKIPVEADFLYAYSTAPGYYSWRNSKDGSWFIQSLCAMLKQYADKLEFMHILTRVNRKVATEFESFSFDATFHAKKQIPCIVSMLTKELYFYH
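Assay system – Procaspase-3 D3A mutant · Benchmarks – DMSO low control, extra-enzyme high control · Technique – 405 nm absorbance of p-nitroaniline, reads at 0 and 120 min · Doses – 8.5 µM nominal · Measure – % activation between DMSO and enzyme-spiked controls · Also added – Ac-DEVD-pNA chromogenic peptide substrate · Schedule – 1 h compound preincubation, 2 h substrate hydrolysis at 25 °C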
An asterisk follows results filed as active.

Screening CCOC(=O)c1c(NC(=O)C(NCCN(C)C)c2ccccc2)sc2c1CCCC2 (centres undefined) returned LAP4 TOR yeast 92, AHR act 0, procasp7 counter 6, MEP2 TOR yeast 100, Yeast superoxide 91, JMJD2C inh -10, RPL19A TOR yeast 101 and proCasp3 act 7.
Screening CC(SC#N)C(=O)C12CC3CC(CC(C3)C1)C2 (centres undefined) returned LAP4 TOR yeast 99, AHR act 3, procasp7 counter 1, MEP2 TOR yeast 102, Yeast superoxide 99, JMJD2C inh 2, RPL19A TOR yeast 107 and proCasp3 act 0.
`COc1ccc(S(=O)(=O)NCCSC(C)(C)C)cc1` gave LAP4 TOR yeast 101, AHR act 1, procasp7 counter 4, MEP2 TOR yeast 104, Yeast superoxide 105, JMJD2C inh -22, RPL19A TOR yeast 97 and proCasp3 act -3.
CN(C)CCOC(=O)Cc1ccc(Cl)cc1 was read as LAP4 TOR yeast 98, AHR act 0, procasp7 counter 5, MEP2 TOR yeast 111, Yeast superoxide 84, JMJD2C inh 100, RPL19A TOR yeast 98 and proCasp3 act 2.
Screening O=C(CSc1nnc(-c2ccccc2)c(-c2ccccc2)n1)Nc1ncc(Cl)cc1Cl returned LAP4 TOR yeast 88, AHR act 10, procasp7 counter 3, MEP2 TOR yeast 102, Yeast superoxide 90, JMJD2C inh 6, RPL19A TOR yeast 98 and proCasp3 act -4.
`CCN(CC)CCN(C(=O)Cn1nnc(-c2ccc(OC)c(OC)c2)n1)C(C(=O)NC1CCCC1)c1ccc(F)cc1` (centres undefined) gave LAP4 TOR yeast 95, AHR act 0, procasp7 counter 7, MEP2 TOR yeast 108, Yeast superoxide 84, JMJD2C inh 4, RPL19A TOR yeast 99 and proCasp3 act -1.
COc1ccc([N+](=O)[O-])cc1NS(=O)(=O)c1cc(C(=O)NCc2cccnc2)ccc1Cl was read as LAP4 TOR yeast 95, AHR act 2, procasp7 counter 9, MEP2 TOR yeast 92, Yeast superoxide 117, JMJD2C inh -1, RPL19A TOR yeast 101 and proCasp3 act -1.
O=C(/C=C/c1cccs1)Nc1ccc(N2CCOCC2)c(S(=O)(=O)Nc2cc(Cl)ccc2Cl)c1 was read as LAP4 TOR yeast 100, AHR act 3, procasp7 counter -5, MEP2 TOR yeast 106, Yeast superoxide 119, JMJD2C inh 7, RPL19A TOR yeast 95 and proCasp3 act 5.
Screening CCc1ccc2oc(=O)cc(CN(C)Cc3ccccc3)c2c1 returned LAP4 TOR yeast 111, AHR act 3, procasp7 counter -7, MEP2 TOR yeast 114, Yeast superoxide 115, JMJD2C inh -1, RPL19A TOR yeast 99 and proCasp3 act 0.
Screening CCC(CO)N=CC1=C(O)CC(C)(C)CC1=O (centres undefined) returned LAP4 TOR yeast 95, AHR act 1, procasp7 counter 1, MEP2 TOR yeast 103, Yeast superoxide 89, JMJD2C inh 9, RPL19A TOR yeast 101 and proCasp3 act 2.
Cc1ccc(O)c(NC(=O)c2noc3c2CCCCC3)c1 was read as LAP4 TOR yeast 119, AHR act 24, procasp7 counter -2, MEP2 TOR yeast 92, Yeast superoxide 126, JMJD2C inh -27, RPL19A TOR yeast 90 and proCasp3 act -2.
COC(=O)c1cnc(Oc2ccc(NC(=O)NC(=O)c3c(F)cccc3Cl)cc2)cc1C(F)(F)F was read as LAP4 TOR yeast 103, AHR act 0, procasp7 counter 11, MEP2 TOR yeast 100, Yeast superoxide 93, JMJD2C inh 10, RPL19A TOR yeast 97 and proCasp3 act -2.
Screening Cc1ccc(-c2csc(-c3cc(C)on3)n2)cc1 returned LAP4 TOR yeast 108, AHR act -2, procasp7 counter 10, MEP2 TOR yeast 105, Yeast superoxide 88, JMJD2C inh 5, RPL19A TOR yeast 101 and proCasp3 act 7.
For COc1ccc(C2(C)CC(=O)NC2=O)cc1 (centres undefined) the results were LAP4 TOR yeast 91, AHR act 0, procasp7 counter 3, MEP2 TOR yeast 102, Yeast superoxide 90, JMJD2C inh -35, RPL19A TOR yeast 100 and proCasp3 act 1.
For O=C1CC(Sc2ncccc2C(=O)O)C(=O)N1 (centres undefined) the results were LAP4 TOR yeast 103, AHR act -2, procasp7 counter -3, MEP2 TOR yeast 111, Yeast superoxide 94, JMJD2C inh -10, RPL19A TOR yeast 99 and proCasp3 act -1.
O=[N+]([O-])c1ccccc1S(=O)(=O)N1CCCCC1 was read as LAP4 TOR yeast 100, AHR act 1, procasp7 counter 1, MEP2 TOR yeast 97, Yeast superoxide 72, JMJD2C inh -1, RPL19A TOR yeast 98 and proCasp3 act -3.
For N#Cc1c(SCc2ccc(Cl)cc2)sc(C(=O)c2ccccc2)c1N the results were LAP4 TOR yeast 98, AHR act 4, procasp7 counter 1, MEP2 TOR yeast 95, Yeast superoxide 113, JMJD2C inh 3, RPL19A TOR yeast 98 and proCasp3 act 7.
`Cc1nn(-c2ccccc2)cc1/C=N/NS(=O)(=O)c1ccccc1` gave LAP4 TOR yeast 95, AHR act 42, procasp7 counter 0, MEP2 TOR yeast 96, Yeast superoxide 88, JMJD2C inh -17, RPL19A TOR yeast 100 and proCasp3 act 5.
Screening Cc1cc(=O)oc2cc(OS(C)(=O)=O)ccc12 returned LAP4 TOR yeast 91, AHR act -1, procasp7 counter -6, MEP2 TOR yeast 108, Yeast superoxide 98, JMJD2C inh -15, RPL19A TOR yeast 107 and proCasp3 act 3.
For C=CCN(Cc1cccc(OC)c1OC)S(=O)(=O)N(C)C the results were LAP4 TOR yeast 104, AHR act 0, procasp7 counter 5, MEP2 TOR yeast 102, Yeast superoxide 99, JMJD2C inh 1, RPL19A TOR yeast 100 and proCasp3 act -8.
Screening Cc1ccc(N2CC(c3nc4ccccc4n3C)CC2=O)cc1C (centres undefined) returned LAP4 TOR yeast 94, AHR act 3, procasp7 counter 1, MEP2 TOR yeast 98, Yeast superoxide 91, JMJD2C inh -7, RPL19A TOR yeast 97 and proCasp3 act 7.
Screening Cc1ccccc1OCC(=O)NNC(=O)Cc1ccc(S(=O)(=O)N2CCOCC2)s1 returned LAP4 TOR yeast 106, AHR act 1, procasp7 counter -6, MEP2 TOR yeast 95, Yeast superoxide 104, JMJD2C inh 9, RPL19A TOR yeast 97 and proCasp3 act 2.
`CC(C)c1ccc(N(CC(=O)N/N=C/c2ccc(OC3CSC3)cc2)S(=O)(=O)c2ccccc2)cc1` gave LAP4 TOR yeast 92, AHR act 26, procasp7 counter 7, MEP2 TOR yeast 105, Yeast superoxide 85, JMJD2C inh -3, RPL19A TOR yeast 102 and proCasp3 act 6.
`COC(=O)c1ccc2c(=O)n(-c3ccccc3)c(SCN3C(=O)c4ccccc4C3=O)nc2c1` gave LAP4 TOR yeast 101, AHR act 0, procasp7 counter -3, MEP2 TOR yeast 117, Yeast superoxide 102, JMJD2C inh -2, RPL19A TOR yeast 108 and proCasp3 act 4.
Cc1cc(S(=O)(=O)Nc2nc(CN3CCOCC3)nc3sc4c(c23)CCCC4)ccc1F was read as LAP4 TOR yeast 99, AHR act 2, procasp7 counter 10, MEP2 TOR yeast 96, Yeast superoxide 97, RPL19A TOR yeast 98 and proCasp3 act 4.
Screening CC1CCN(CCn2c(=S)[nH]c3ccccc3c2=O)CC1 returned LAP4 TOR yeast 86, AHR act 3, procasp7 counter -14, MEP2 TOR yeast 102, Yeast superoxide 107, JMJD2C inh 11, RPL19A TOR yeast 103 and proCasp3 act -3.
Screening Cc1ccc(C)c(NC(=O)CCC(=O)NNC(=S)Nc2ccccc2)c1 returned LAP4 TOR yeast 102, AHR act 0, procasp7 counter -12, MEP2 TOR yeast 99, Yeast superoxide 91, JMJD2C inh 3, RPL19A TOR yeast 96 and proCasp3 act -7.
COc1ccc(NC(=O)c2sc(SC)nc2N)cc1 was read as LAP4 TOR yeast 111, AHR act 19, procasp7 counter -2, MEP2 TOR yeast 98, Yeast superoxide 92, JMJD2C inh inconclusive, RPL19A TOR yeast 96 and proCasp3 act -2.
O=C(c1cccc(N2CCCC2=O)c1)N1CCN(c2ccccc2)CC1 was read as LAP4 TOR yeast 97, AHR act 0, procasp7 counter 3, MEP2 TOR yeast 101, Yeast superoxide 97, JMJD2C inh 8, RPL19A TOR yeast 96 and proCasp3 act 4.
Cc1ccc(NS(=O)(=O)c2ccc(-n3cccn3)cc2)c(C)c1 was read as LAP4 TOR yeast 95, AHR act 2, procasp7 counter 4, MEP2 TOR yeast 88, Yeast superoxide 91, JMJD2C inh 2, RPL19A TOR yeast 94 and proCasp3 act 6.
COc1ccc(NC(=S)N2CCCCC2c2cccnc2)cc1 (centres undefined) was read as LAP4 TOR yeast 110, AHR act 2, procasp7 counter -11, MEP2 TOR yeast 107, Yeast superoxide 102, JMJD2C inh 2, RPL19A TOR yeast 101 and proCasp3 act -2.
O=C1CN(C(=O)c2cccc(Br)c2)c2ccccc2N1 was read as LAP4 TOR yeast 100, AHR act -5, procasp7 counter 1, MEP2 TOR yeast 106, Yeast superoxide 114, JMJD2C inh 0, RPL19A TOR yeast 102 and proCasp3 act -2.
CCOC(=O)c1c(C)c(-c2ccccc2)n(CC(=O)N2CCCC2)c1C was read as LAP4 TOR yeast 104, AHR act 2, procasp7 counter -5, MEP2 TOR yeast 99, Yeast superoxide 99, JMJD2C inh -5, RPL19A TOR yeast 99 and proCasp3 act 3.
Screening Cc1nnc(NC(=O)c2cccc(F)c2)s1 returned LAP4 TOR yeast 89, AHR act 1, procasp7 counter -2, MEP2 TOR yeast 100, Yeast superoxide 99, JMJD2C inh -1, RPL19A TOR yeast 94 and proCasp3 act 1.
O=C(CN1c2cccc3cccc(c23)S1(=O)=O)Nc1ccc(S(=O)(=O)N2CCOCC2)cc1 was read as LAP4 TOR yeast 100, AHR act 7, procasp7 counter -6, MEP2 TOR yeast 100, Yeast superoxide 86, JMJD2C inh -1, RPL19A TOR yeast 98 and proCasp3 act 6.
Screening CCN(CC(=O)Nc1c(F)cccc1F)C(=O)CCSc1ccc(C)cc1 returned LAP4 TOR yeast 98, AHR act -1, procasp7 counter -4, MEP2 TOR yeast 99, Yeast superoxide 85, JMJD2C inh 4, RPL19A TOR yeast 104 and proCasp3 act 12.
For CCOc1ccc(/C=N/NC(=O)CNC(=O)c2ccc(S(=O)(=O)N3CCOCC3)cc2)cc1 the results were LAP4 TOR yeast 93, AHR act -2, procasp7 counter -3, MEP2 TOR yeast 108, Yeast superoxide 106, JMJD2C inh 7, RPL19A TOR yeast 106 and proCasp3 act -3.
`COCC(C)NC(=O)c1cc(S(=O)(=O)N2CCCCC2)ccc1N1CCOCC1` (centres undefined) gave LAP4 TOR yeast 81, AHR act 2, procasp7 counter -1, MEP2 TOR yeast 82, Yeast superoxide 94, JMJD2C inh -28, RPL19A TOR yeast 92 and proCasp3 act 1.
Screening COc1ccc(CC(=O)N(CCC2=CCCCC2)c2c(N)n(Cc3ccccc3)c(=O)[nH]c2=O)cc1OC returned LAP4 TOR yeast 108, AHR act 34, procasp7 counter 0, MEP2 TOR yeast 120, Yeast superoxide 101, JMJD2C inh -1, RPL19A TOR yeast 111 and proCasp3 act -3.

Compound activity from PubChem.
